# Pol iota inh: blocks human DNA polymerase iota activity | 390,000 compounds, 1% hits | Pol iota fluorescent replication assay, 10 min | Q9UNA4 | Potency, µM (titrated, usually from 115 µM), for inactives: at the top dose activity, negative = inhibition, actives largely listed as inhibitors
#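 Fluorescent replication assay read twice, at 0 min and 10 min after adding 50 nM (final) substrate. Enzyme (10 nM) and compounds were first incubated 15 min at room temperature; enzyme-free buffer wells were negative controls.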
# PGK inhibitor: inhibitors of T. brucei phosphoglycerate kinase; AID 602233; PGK/GAPDH coupled, Kinase-Glo luminescence, 60 min; Potency, µM (doses to about 57.5 µM), inactives show at the highest dose activity change, negative = inhibition, usual class: inhibitors; P07378; 380,000 compounds, 0.043% hits; further: on the % scale 0 is the no-effect control and ±100 the full control effect; nearly all actives have a fitted effect of over 60% in size
#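 Recombinant glycosomal PGK reaction used 1,3-bisphosphoglycerate generated in-well by GAPDH (100nM final) in 100mM TEA pH 7.6, 5mM MgCl2, 0.01% Tween-20. After 60 minutes at room temperature, ATP was read by Kinase-Glo Plus luminescence end-point.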
# JMJD2A Tudor inh: blocks the human JMJD2A Tudor domain. Potency, µM (series often up to 114 µM), for inactives: top-dose activity change, negative = inhibition, most hits filed as inhibitors. AID 504339. O75164. 390,000 compounds, 4.4% hits. AlphaScreen JMJD2A-Tudor / H3K4me3 peptide binding; further: on the % scale 0 is the no-effect control and ±100 the full control effect; nearly all actives have a fitted effect of over 50% in size
# BLM inh: inhibitors of human Bloom syndrome helicase BLM. recombinant BLM DNA unwinding, fluorescence dequenching. Potency, µM (top dose mostly 56.1 µM), without a hit: at the top dose activity change, negative = inhibition, actives largely listed as inhibitors. 350,000 compounds, 0.2% hits;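 further: plate controls were vehicle for no effect and no enzyme for full effect; nearly all actives have a fitted effect of over 35% in size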
# HP1b chromo inh: HP1-beta chromodomain-methylated histone interaction inhibition; P83916; AlphaScreen HP1-beta / biotin-H3K9me3 peptide binding; Potency, µM (series often up to 114 µM), without a hit: top-dose activity change, negative = inhibition, most hits filed as inhibitors; 390,000 compounds, 0.56% hits; AID 540317; further: nearly all actives have a fitted effect of over 70% in size; inactives centre near 23
# Target sequence (P83916 whole entry, looked up): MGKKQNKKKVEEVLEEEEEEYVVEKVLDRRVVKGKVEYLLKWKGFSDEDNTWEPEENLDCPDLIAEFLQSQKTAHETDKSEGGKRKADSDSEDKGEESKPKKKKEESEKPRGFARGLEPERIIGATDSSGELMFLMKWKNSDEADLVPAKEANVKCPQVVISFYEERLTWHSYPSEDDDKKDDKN
#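 HP1-beta protein (50 nM final) preincubated 30 min at room temperature with biotinylated H3(1-18)K9me3 peptide (50 nM) in PBS pH 7.4, 0.01% Tween-20, then compound added for 30 min. AlphaScreen streptavidin donor/nickel chelate acceptor beads (10 ug/mL final), 30 min dark, luminescence read.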
# BAZ2B block: blocks human BAZ2B; 360,000 compounds, 4.4% hits; AlphaScreen BAZ2B-H3K14Ac peptide displacement; Q9UIF8; Potency, µM (titrated, usually from 114 µM), inactives show top-dose activity change, negative = inhibition, hits mostly inhibitors; further: on the % scale 0 is the no-effect control and ±100 the full control effect; nearly all actives have a fitted effect of over 60% in size
#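 Compounds, titrated to a top concentration of 110 uM, were incubated 30 min at room temperature with preformed BAZ2B/acetyl-K14 H3 peptide complex (50 nM each). Proximity signal was measured by AlphaScreen after 20 min with beads.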
# Pin1 inh: human Pin1 inhibition | Pin1 FP peptide displacement, HiFluor488, 10 min | 390,000 compounds, 0.009% hits | Q13526 | Potency, µM (highest dose often 115 µM), for the others: top-dose activity, negative = inhibition, actives largely listed as inhibitors; active means well fitted inhibition curve with a large enough effect in the polarisation, with a control signal flat, not every such curve was filed as active; inconclusive means small, poorly fitted or top-dose-only effect, or effect the other way, or a change in a side signal; inactive means no such curve, though single readings can be large or run the other way; the % refers to the polarisation; further: on the % scale 0 is the no-effect control and ±100 the full control effect
# Target sequence (Q13526 whole entry, looked up): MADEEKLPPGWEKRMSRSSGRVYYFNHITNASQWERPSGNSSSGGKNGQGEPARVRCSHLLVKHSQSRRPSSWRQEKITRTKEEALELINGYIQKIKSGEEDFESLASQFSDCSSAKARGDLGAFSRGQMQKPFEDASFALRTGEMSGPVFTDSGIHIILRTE
# GLS inhibitor: glutaminase GLS (human) inhibition | Potency, µM (series often up to 45.5 µM), inactives show at the top dose activity change, negative = inhibition, most hits filed as inhibitors | AID 624170 | GLS enzymatic activity, qHTS titration | O94925 | 410,000 compounds, 0.21% hits; further: on the % scale 0 is the no-effect control and ±100 the full control effect
# Target sequence (O94925 whole entry, looked up): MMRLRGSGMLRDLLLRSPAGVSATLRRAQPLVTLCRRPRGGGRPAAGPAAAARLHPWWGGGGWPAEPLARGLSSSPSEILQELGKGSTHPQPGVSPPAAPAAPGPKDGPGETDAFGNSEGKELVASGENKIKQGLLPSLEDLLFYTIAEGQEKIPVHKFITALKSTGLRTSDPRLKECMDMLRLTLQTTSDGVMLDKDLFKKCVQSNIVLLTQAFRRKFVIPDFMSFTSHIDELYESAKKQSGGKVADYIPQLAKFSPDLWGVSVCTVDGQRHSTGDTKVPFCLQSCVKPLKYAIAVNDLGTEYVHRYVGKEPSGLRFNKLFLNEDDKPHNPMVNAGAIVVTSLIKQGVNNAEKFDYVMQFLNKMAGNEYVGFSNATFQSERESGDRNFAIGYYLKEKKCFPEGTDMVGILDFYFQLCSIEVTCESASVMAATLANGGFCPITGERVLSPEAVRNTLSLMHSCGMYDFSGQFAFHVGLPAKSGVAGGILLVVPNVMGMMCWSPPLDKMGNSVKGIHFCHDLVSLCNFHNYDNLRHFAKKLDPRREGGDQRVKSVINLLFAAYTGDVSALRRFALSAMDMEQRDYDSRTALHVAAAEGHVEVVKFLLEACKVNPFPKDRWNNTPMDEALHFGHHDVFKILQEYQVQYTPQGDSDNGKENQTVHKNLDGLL
#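 Coupled fluorescence readout: glutamate oxidase/HRP/Amplex Red detect glutamate formed by hKGA from L-glutamine (1 mM solution added). Buffer 45 mM KH2PO4 pH 8.2, 0.02% Tween-20; reads at t0 and 30 min RT.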
# G9a block: inhibitors of human histone lysine methyltransferase G9a | Q96KQ7 | G9a H3K9 monomethylation, AlphaScreen, 2 h | 350,000 compounds, 8.8% hits | AID 504332 | Potency, µM (series often up to 102 µM), for the others: at the top dose activity, negative = inhibition, actives largely listed as inhibitors; further: on the % scale 0 is the no-effect control and ±100 the full control effect; nearly all actives have a fitted effect of over 75% in size
#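 AlphaScreen detection with an anti-monomethyl H3K9 antibody quantified product after a 2 h room-temperature reaction containing 500 nM biotinylated H3K9 peptide, 20 µM SAM and 20 nM enzyme, which had been preincubated 15 min with compound.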
# * marks the source's active call; other numbers are inactive results; i = inactive; u = inconclusive; x = not tested or not shown; & = joins results of further samples; [ ] = remark or other dose. Unless noted, the call rests on the fitted dose curve; in most records, active means well fitted curve in the direction sought with a large enough effect; inconclusive means small, poorly fitted or top-dose-only effect, or another doubt; inactive means no such curve, though single readings can be large; an effect the other way counts as inactive or inconclusive. Potency means the concentration at half of the fitted maximal effect.
Pol iota inh,PGK inhibitor,JMJD2A Tudor inh,BLM inh,HP1b chromo inh,BAZ2B block,Pin1 inh,GLS inhibitor,G9a block,mol
1%,0%,-3%,0%,7%,-6%,1%,8%,u,COc1ccccc1CNC(=O)C(=O)NCC1CCCO1 (configuration not stated)
-6%,-3%,32µM*,-4%,-66%,45µM*,12%,21%,7.1µM*,CCN(CC)c1ccc(NC(=O)COC(=O)COc2ccccc2[N+](=O)[O-])cc1
21%,2%,-22%,x,-24%,x,-1%,-1%,x,CC(=O)OC1(C(C)=O)CCC2C3CC(C(F)(F)F)C4=CC(=O)CCC4(C)C3CCC21C (configuration not stated)
-21%,2%,-16%,x,17%,x,-2%,-2%,x,CC(C)Oc1ccc2ccccc2c1CNC[C@H]1O[C@@H](n2cnc(C(N)=O)n2)[C@H](O)[C@@H]1O
26%,-9%,u,-12%,8%,u,2%,11%,11%[0.501 µM],Cc1cccc(N2CCN(C(=O)c3ccc(CS(=O)Cc4ccc(Cl)cc4)o3)CC2)c1C (configuration not stated)
4%,0%,-15%,1%,12%,-6%,-3%,3%,3%,Cc1ccc(N2CC(C)Cn3c2nc2c3c(=O)[nH]c(=O)n2C)cc1 (configuration not stated)
13%,-3%,1%,x,5%,5%,-8%,-1%,56µM*,CC1(c2ccccc2)NC(=O)N(CC(=O)Nc2ccc(N3CCOCC3)cc2N2CCOCC2)C1=O (configuration not stated)
-2%,4%,-2%,0%,21%,8%,-4%,6%,3%,CCC(C)C(=O)Nc1nnc(SCC(=O)NC2CCCC2)s1 (configuration not stated)
158%[activator],-8%,-21%,1%,23%,-23%,7%,-6%,u,COc1ccc(C(=O)Nc2ccc(N3CCN(C)CC3)cc2)cc1[N+](=O)[O-]
12%,-2%,-18%,2%,30%,6%,3%,17%,8.9µM*,CC(Sc1nnc(-c2cc3ccccc3o2)n1-c1ccccc1)C(=O)O (configuration not stated)
u,-1%,-26%,x,19%,u,-5%,64%[activator],0%[0.501 µM],O=C(COc1coc(CN2CCN(Cc3ccccc3)CC2)cc1=O)Nc1ccccc1
1%,-4%,-13%,-3%,26%,0%,4%,2%,8%[59 µM],COc1cc(OC)c(NC(=O)Cn2cnc3sc(C)c(S(=O)(=O)N4CCC(C)CC4)c3c2=O)cc1Cl
34%&-7%,-1%,-9%,x,43%[activator],1%,0%,4%,-8%[0.501 µM],COc1ccc(SC[C@H](Cc2ccccc2)N2CC[C@@H](O)CCC2=O)cc1
30%[activator],-9%,-6%,x,43%[activator],x,-3%,-11%,x,CC1CC1C(=O)OCC(=O)Nc1ccc(S(=O)(=O)N2CCOCC2)cc1 (configuration not stated)
0%,-11%,-15%,-2%,58%[activator],34%[activator],-11%,7%,18%[59 µM],CCOC(=O)C(NC(=O)c1ccccc1)(Nc1cc(C)on1)C(F)(F)F (configuration not stated)
26%,-7%,0%,x,41%[activator],0%,-1%,11%,10%[59 µM],O=C(CCC(=O)c1cccs1)NNC(=O)c1ccc(Cl)cc1
31%,-1%,-5%,-6%,37%,-3%[57.1 µM],0%,1%,18%,CCC(=O)Nc1c2c(nn1-c1cccc(Cl)c1)CS(=O)(=O)C2
0%,x,-10%,-2%,10%,7%,15%,2%,9%[59 µM],CCOC(=O)c1cc2sccc2n1CC(=O)Nc1ccc2c(c1)OCCO2
u,-5%,-11%,0%,24%,1%,2%,-9%,11%[12.7 µM],O=c1c(-c2ccnn2-c2ccccc2F)cnc2n1CCS2
-6%,-10%,-15%,-1%,23%[57 µM],-20%,1%,-1%,u,O=C(Nc1ccc(NC(=O)C2CCCCC2)nc1)c1cccs1
57%[activator],-6%,-17%,-1%,4%,11%,7%,0%,11%[59 µM],c1ccc(CCNc2ncnc3c2nnn3Cc2ccccc2)cc1
4%,1%,-7%,-1%,13%,-15%,-15%,-11%,u,CCC(=O)N1c2ccccc2CC1C(=O)NCc1ccc(N(C)C)cc1 (configuration not stated)
-17%,9%,u,-21%,-14%,u,-5%,1%,5.6µM*,COC(=O)c1ccc([C@H]2Nc3ccc(S(=O)(=O)Nc4ccc(F)cc4)cc3[C@H]3C=CC[C@H]32)cc1
2%,-4%,2%,x,47%[activator],5%,-4%,-10%,18%[2.33 µM],COc1ccc(NC(=O)COC(=O)CN2C(=O)NC(C)(C)C2=O)cc1
11%,-3%,-6%[57.1 µM],2%,41%[activator],-8%,-5%,-2%,-33%[59 µM],Cc1nc2ccccc2n1S(=O)(=O)N(C)C
23%,-5%,-14%,-6%,11%,12%,u,u,0%[59 µM],CCOC(=O)c1c(NC(=O)c2ccc(S(=O)(=O)N(CC(C)C)CC(C)C)cc2)sc2c1CCN(CC)C2
18%,1%,-16%,1%,30%,-1%,7%,-2%,21%[2.33 µM],CCOC(=O)n1ccc(C(=O)Nc2ccccc2F)n1
16%,i,-26%,-1%,17%,-25%,-2%,8%,-13%[59 µM],CCn1c(C(=O)N2CCC(C(=O)N3CCN(c4ccccn4)CC3)CC2)cc2sccc21
33%[activator],10%,-18%,x,13%,x,u,-1%,x,COc1cc(/C=C/C(=O)OCC(=O)Nc2cc(S(=O)(=O)N3CCOCC3)ccc2Cl)cc(OC)c1OC
14%,i,1%,-3%,17%,4%,0%,-4%,1%,Cc1onc(-c2ccccc2)c1C(=O)NCc1cccc(Cl)c1
u,-1%,-5%,-5%,11%,-4%,1%,-11%,13%,O=C(CN(C(=O)c1csnn1)c1cccc(C(F)(F)F)c1)NC1CCCC1
27%,-1%,-14%,x,42%[activator],x,-3%,2%,x,CCOC(=O)C1=C(CCc2ccccc2)NC(=O)NC1c1ccc(C#N)cc1 (configuration not stated)
14%,8%,35µM*,24%,14µM*,-33%,46%[activator],u,1.6µM*,CCN(CC)CCOC(=O)c1ccc(N/C=C(/C#N)c2nc(-c3ccc(OC)c(OC)c3)cs2)cc1
3%,2%,-6%,-3%,26%,x,-10%,0%,u,O=C1OCCC1Sc1nnc(-c2ccc3c(c2)OCO3)n1-c1ccccc1 (configuration not stated)
24%,i,40µM*,-3%,-14%,11µM*,-2%,-7%,45µM*,CCOC(=O)Cc1csc(N/N=C\c2ccc(N(C)C)cc2)n1
16µM*,-10%,79µM*,-27%,-4%,u,u,-9%,40µM*,N=C1/C(=C/c2ccco2)C(=O)N=C2SC(CC(=O)N3CCCC3)=NN12
6%,10%,-12%,-3%,16%,-2%,7%,8%,-8%[59 µM],CCC(C)NC(=O)CSc1nnc(-c2ccc(C)cc2)c(-c2ccc(C)cc2)n1 (configuration not stated)
u,-1%,-19%[57.1 µM],-4%,28%,u,3%,7%,-16%,COc1ccc(OC)c(/C(O)=C/C(=O)C(=O)Nc2cc(C)ccc2OC)c1
-9%,1%,-6%,-1%,42%[activator],-29%,-2%,31%[activator],-50%[59 µM],Cc1ccc(O)c(N=Cc2ccc(C)s2)c1
-16%,-9%,u,x,29%,-9%,6%,-16%,21%[2.33 µM],Cc1n[nH]c(C)c1S(=O)(=O)N(C)Cc1ccco1
85%[activator],i,-31%,-11%,0%,u,-1%,-20%,79µM*,CC(C)c1ccc(NC(=S)Nc2ccc3cn[nH]c3c2)cc1
-15%[58.9 µM],-2%,-29%,-5%,11%,-17%,3%,u,0%[59 µM],CNC(=S)NNC(=O)c1sc(-c2cc(C)on2)nc1C
18%,8%,-26%,-11%,-1%,u,16%,4%,25µM*,Cc1cccc(N2CCN(S(=O)(=O)c3ccc(-c4coc(C)n4)cc3)CC2C)c1 (configuration not stated)
72%[activator],-2%,-23%,0%,u,-2%,5%,8%,-1%,Cc1cc(NC(=O)CN2C(=O)/C(=C/c3ccccc3F)SC2=S)no1
-5%,-4%,-21%,-5%,5%,12%,-1%,-8%,-32%,CCC(C)N=CC1=C(O)CC(c2ccccc2)CC1=O (configuration not stated)

# Among those listed so far, these have an aryl methoxy group.
Pol iota inh,PGK inhibitor,JMJD2A Tudor inh,BLM inh,HP1b chromo inh,BAZ2B block,Pin1 inh,GLS inhibitor,G9a block,mol
1%,0%,-3%,0%,7%,-6%,1%,8%,u,COc1ccccc1CNC(=O)C(=O)NCC1CCCO1 (configuration not stated)
158%[activator],-8%,-21%,1%,23%,-23%,7%,-6%,u,COc1ccc(C(=O)Nc2ccc(N3CCN(C)CC3)cc2)cc1[N+](=O)[O-]
1%,-4%,-13%,-3%,26%,0%,4%,2%,8%[59 µM],COc1cc(OC)c(NC(=O)Cn2cnc3sc(C)c(S(=O)(=O)N4CCC(C)CC4)c3c2=O)cc1Cl
34%&-7%,-1%,-9%,x,43%[activator],1%,0%,4%,-8%[0.501 µM],COc1ccc(SC[C@H](Cc2ccccc2)N2CC[C@@H](O)CCC2=O)cc1
2%,-4%,2%,x,47%[activator],5%,-4%,-10%,18%[2.33 µM],COc1ccc(NC(=O)COC(=O)CN2C(=O)NC(C)(C)C2=O)cc1
33%[activator],10%,-18%,x,13%,x,u,-1%,x,COc1cc(/C=C/C(=O)OCC(=O)Nc2cc(S(=O)(=O)N3CCOCC3)ccc2Cl)cc(OC)c1OC
14%,8%,35µM*,24%,14µM*,-33%,46%[activator],u,1.6µM*,CCN(CC)CCOC(=O)c1ccc(N/C=C(/C#N)c2nc(-c3ccc(OC)c(OC)c3)cs2)cc1
u,-1%,-19%[57.1 µM],-4%,28%,u,3%,7%,-16%,COc1ccc(OC)c(/C(O)=C/C(=O)C(=O)Nc2cc(C)ccc2OC)c1

# Records listed above that bear a hit mark in Pol iota inh.
Pol iota inh,PGK inhibitor,JMJD2A Tudor inh,BLM inh,HP1b chromo inh,BAZ2B block,Pin1 inh,GLS inhibitor,G9a block,mol
16µM*,-10%,79µM*,-27%,-4%,u,u,-9%,40µM*,N=C1/C(=C/c2ccco2)C(=O)N=C2SC(CC(=O)N3CCCC3)=NN12

# Screening results from PubChem BioAssay.

# These rows are one share of the data; the hit share may differ from the screen's.
